Assay outcomes: PubChem, National Center for Advancing Translational Sciences (NCATS)
Tb PYK inh: blocks Trypanosoma brucei pyruvate kinase; TbPYK enzyme, Kinase-Glo Plus ATP luminescence, 45 min; AID 624173; Potency, µM (titrated, usually from 76.8 µM), for the others: top-dose activity, negative = inhibition, hits mostly inhibitors; actives 0.12% (n = 410,000); Q57TT1; active = well fitted inhibition curve with a large enough effect; inconclusive = small, poorly fitted or top-dose-only effect; note: nearly all actives have a fitted effect of over 50% in size
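Assay buffer: 50 mM TEA pH 7.2, 100 mM KCl, 10 mM MgCl2, 0.05% BSA, 0.01% Tween-20. Pyruvate kinase from T. brucei plus substrate met compound, then ADP (130 uM final). Luminescence was read post 45 min RT.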
* marks the source's active call; other numbers are inactive results; ? = inconclusive; [ ] = dose if it differs, or a comment. % is set by controls: 0 for no effect and ±100 for the full control effect; potency is the fitted concentration of half-maximal effect.

SMILES	Tb PYK inh
O=C(Nc1ccccc1)N1CCC2(CCNCC2)CC1	-3.7%
Cc1cc(C)nc(NS(=O)(=O)c2ccc(NC(=O)COc3ccc(C(C)(C)C)cc3)cc2)n1	-2.8%
CCOc1ccc(CNC(=O)C2=Cc3cccc(OC)c3OC2)cc1	-3.3%
CN(C)c1ccc(C(CNC(=O)c2ccccc2Cl)N2CCCC2)cc1 (stereo not given)	-2.1%
N#Cc1ccc(NC(=O)Nc2ccccc2Br)c2n[nH]nc12	-8.3%
CC(C)CCNC(=O)Cn1c(-c2cccs2)cc2cc(F)ccc21	1.4%
COc1ccc(CNC(=O)c2ccc(CS(=O)Cc3ccccc3Cl)o2)cc1 (stereo not given)	-6.6%
CCOC(=O)c1noc2ncnc(Nc3cccc(OC)c3)c12	-1.1%
CCOC(=O)C1CCC(CN(Cc2ccc(OC)cc2)S(=O)(=O)c2ccc(F)c(C(=O)Nc3ccc(C)c(C)c3)c2)CC1 (stereo not given)	0.1%
CCc1ccc(-n2nc(C)c3c(C)cc(=O)n(CC(=O)Nc4ccc(OC)c(OC)c4)c32)cc1	-5.2%
Cc1ccc(NC(=O)C(=O)NCC(c2cccnc2)N2CCN(Cc3ccccc3)CC2)cc1 (stereo not given)	-5.1%
CSc1ccc(C2c3c(oc4cc(C)cc(C)c4c3=O)C(=O)N2Cc2ccco2)cc1 (stereo not given)	-0.7%
CCOc1cccc2c1N[C@@H](c1ccc(C(=O)O)cc1)[C@H]1CC=C[C@@H]21	?
Cc1ccc(CNC(=O)CCS(=O)(=O)c2cc3c4c(c2)CCN4C(=O)CC3)cc1	-0.4%
CCOC(=O)c1cc(-c2ccc(OC)cc2)n(CCC(=O)Nc2nc3ccc(OCC)cc3s2)c1C	-4.6%
CCc1ccc(OCC(=O)NC(Cc2c[nH]c3ccccc23)C(=O)O)cc1 (stereo not given)	-15.9%
Cc1cccc(OCCCSc2nc(-c3ccc(C(C)(C)C)cc3)nc3cc(=O)[nH]n23)c1C	-13.4%
O=C(Nc1c(C(=O)c2ccccc2)oc2ccccc12)c1cc(=O)c2ccccc2o1	4.9%
CCc1ccc(OCC(=O)N(Cc2cccs2)c2ccc(Cl)cc2)cc1	-6.2%
COc1ccccc1CNc1ccc(-c2nc(C)no2)cc1[N+](=O)[O-]	-5.6%
CCOc1ccc(NC(=O)CSC2=Nc3ccccc3C3=NC(CCC(=O)NCc4ccco4)C(=O)N23)cc1 (stereo not given)	2.1%
COc1cccc(CN(C(=O)c2oc3ccccc3c2C)C2CCS(=O)(=O)C2)c1 (stereo not given)	0.5%
CSc1cccc(NC(=O)C2CCCN(S(=O)(=O)c3ccc4c(c3)CCCN4C(C)=O)C2)c1 (stereo not given)	-12.8%
Cc1noc(C)c1S(=O)(=O)NCCc1csc2nc(-c3ccc(Cl)cc3)nn12	-8.2%
Clc1ccc(CN2CCc3nc(Nc4ccc5c(c4)OCCO5)ncc3C2)cc1	2.2%
Cc1ccc(Cl)cc1N1CCN(C(=O)c2cc(S(=O)(=O)N3CCCCC3)cn2C)CC1	0.2%
COc1ccc(-n2cc(-c3ccccc3)c3c(SC(C)C(C)=O)ncnc32)cc1 (stereo not given)	-6.4%
Cc1ccc(NC(=O)c2sc3ncnc(N(C)C4CCCCC4)c3c2C)cc1	-9.2%
CC(Oc1ccccc1)C(=O)Nc1nnc2n1CCS2 (stereo not given)	5.5%
Cc1nn2c(=O)cc(COC(=O)c3ccco3)nc2s1	2.2%
COc1cccc(-c2nc(S(=O)(=O)c3ccc(Cl)cc3)c(NCc3ccccc3)o2)c1	5.9%
CC(NC(=O)c1ccc(Cn2c(=O)c3cccn3c3cccnc32)cc1)c1ccccc1 (stereo not given)	2.5%
Cc1ccccc1Cn1c(CN2CCC(C(=O)NCc3cccnc3)CC2)cc2ccccc21	0.2%
Cc1ccc(CCNC(=O)C(CC(C)C)NS(=O)(=O)c2ccc3c(c2)oc(=O)n3C)cc1 (stereo not given)	-1.1%
COc1cc(OC)c(NS(=O)(=O)c2cc(-c3cnc(C)o3)ccc2OC)cc1Cl	9.1%
Cc1cccc(NC(=O)CSc2ncc(-c3ccc(Br)cc3)[nH]2)c1	-7.8%

Some of the entries so far, as labelled records.
> CCOc1ccc(NC(=O)CSC2=Nc3ccccc3C3=NC(CCC(=O)NCc4ccco4)C(=O)N23)cc1 (stereo not given)
- Tb PYK inh: 2.1%
> CSc1ccc(C2c3c(oc4cc(C)cc(C)c4c3=O)C(=O)N2Cc2ccco2)cc1 (stereo not given)
- Tb PYK inh: -0.7%

The list goes on.
SMILES	Tb PYK inh
COc1ccc(-n2nc(C(=O)NCCc3ccc(Cl)cc3)c3c4ccccc4n(C)c3c2=O)cc1Cl	4.7%
Cc1cccc(Cn2c(=O)n(-c3ccccc3C)c(=O)c3c2c2cc(C)ccc2n3C)c1	1.8%
COc1ccc(Nc2c(-c3ccc(C)o3)nc3ccc(Cl)cn23)cc1	3.9%
CC(C)CN(CCCNC(=O)c1cn(C)c2ccc(S(=O)(=O)N(C)C3CCCCC3)cc2c1=O)CC(C)C	-2.5%
CCCC(=O)OCc1cnc(C)c2oc(=O)c(C(=O)Nc3cccc(C(F)(F)F)c3)cc12	1.8%
COCc1cc(C)nc2sc(C(=O)Nc3cc(C)ccc3F)c(N)c12	4.8%
COc1cc(O)ccc1C1CC(=O)Nc2c1c(=O)nc(SCc1ccccc1C)n2C (stereo not given)	-8.2%
O=C(CSc1cn(CCNC(=O)c2c(F)cccc2F)c2ccccc12)Nc1ccccc1F	-3.2%
CCCCC(CC)CNC(=O)C1CCC(CNS(=O)(=O)c2cccc3nsnc23)CC1 (stereo not given)	-6.7%
Cc1cc(C)c2oc(C(=O)Nc3c(C)n(C)n(-c4ccccc4)c3=O)cc(=O)c2c1	-3.7%
CCC(=O)N1CCc2cc(S(=O)(=O)NCCC(=O)Nc3ccc(OC)c(OC)c3)ccc21	5.3%
COc1cc(Cl)c(NS(=O)(=O)c2cc(-c3cc(C)no3)ccc2OC)c(OC)c1	-2.0%

Nothing new here: four of the compounds above.
SMILES	Tb PYK inh
CCCCC(CC)CNC(=O)C1CCC(CNS(=O)(=O)c2cccc3nsnc23)CC1 (stereo not given)	-6.7%
Cc1cc(C)c2oc(C(=O)Nc3c(C)n(C)n(-c4ccccc4)c3=O)cc(=O)c2c1	-3.7%
CCC(=O)N1CCc2cc(S(=O)(=O)NCCC(=O)Nc3ccc(OC)c(OC)c3)ccc21	5.3%
COc1cc(Cl)c(NS(=O)(=O)c2cc(-c3cc(C)no3)ccc2OC)c(OC)c1	-2.0%

Additional entries.
SMILES	Tb PYK inh
Cc1ccc(C)c(CN2C(=O)c3ccccc3S(=O)(=O)c3ccc(C(=O)NCCCN4CCCC(C)C4)cc32)c1 (stereo not given)	7.7%
Cc1cccc(CC(=O)NC2CC(=O)N(c3cccc(F)c3)C2)c1 (stereo not given)	3.0%
COc1ccc(N2CCN(CC(O)COc3ccc(C(C)C)c(C)c3)CC2)cc1 (stereo not given)	1.9%
CCOc1ccc(N2CC(C)Cn3c2nc2c3c(=O)n(Cc3c(F)cccc3Cl)c(=O)n2C)cc1 (stereo not given)	3.7%
Cc1ccc(NC(=O)c2ccc(NC(=O)CCS(=O)(=O)c3cccs3)cc2)cc1F	2.2%
Cc1ccc(N2CCn3c2nc2c3c(=O)n(CCCc3ccccc3)c(=O)n2C)cc1	-2.4%
COc1ccc(CCNC(=O)CSc2nc3nc(C)c(Cc4ccc(C)cc4)c(C)n3n2)cc1OC	7.0%
COc1ccccc1CNS(=O)(=O)c1c(C(=O)N2CCC(C)CC2)c(C)n(C)c1C	-7.1%
COc1ccc(NC(=O)c2cccc(N3CCCS3(=O)=O)c2)cc1	-7.8%
Cc1cc(-c2nc3ncccc3o2)ccc1NC(=O)COc1cc(C)c(Cl)c(C)c1	-9.9%
COc1ccc(OC)c(NC(=O)Cn2cnc3ccc(S(=O)(=O)N4CCC(C)CC4)cc3c2=O)c1	-4.4%
CCC(=O)N1CCc2cc(Br)cc(S(=O)(=O)NCCc3ccccc3Cl)c21	-2.8%
O=C(NCCCN1CCN(c2ccccc2)CC1)c1nnc(Cc2ccc(F)cc2)o1	0.5%
CC1=C(C(=O)Nc2ccc(Cl)cc2)C(c2cccs2)n2nc(SCc3cccc(Cl)c3)nc2N1 (stereo not given)	2.1%
CCOc1ccc(CNC(=O)c2ccc3c(Cl)c4c(nc3c2)CCCC4)cc1	-4.8%
COc1cccc(NC(=O)CSc2nc3c([nH]c4ccccc43)c(=O)n2-c2cc(C)cc(C)c2)c1	-7.4%
CCOC(=O)c1ccc(N2C(=O)c3n[nH]c(-c4cccs4)c3C2c2ccc(O)c(OC)c2)cc1 (stereo not given)	-0.9%
Cc1ccc2c(c1)N(C(=O)N1CCC(C(=O)NCCc3ccc(Cl)cc3)CC1)CC(C)O2 (stereo not given)	2.1%
O=C(C1COc2ccccc2O1)N(Cc1cccnc1)c1nc2c(F)cccc2s1 (stereo not given)	-3.5%[15.4 µM]
CCc1ccc(-c2nn(CC(=O)NCc3ccccc3)c3c2cnc2ccc(F)cc23)cc1	1.0%
CCN(CC)S(=O)(=O)c1ccc2c(c1)N(CC(=O)N1CCN(c3ccccc3F)CC1)C(=O)CO2	2.7%
COc1ccccc1CNS(=O)(=O)c1cc(C(=O)Nc2cccc(C(F)(F)F)c2)ccc1F	1.5%
COc1ccc(CNC(=O)CCc2c(C)c3cc4c(C)c(C)oc4cc3oc2=O)cc1OC	1.2%
COc1cccc(Cn2c(=O)n(-c3ccc(Br)cc3F)c(=O)c3sc4ccccc4c32)c1	1.4%
COC(=O)N1CCC[C@@]2(CCN(Cc3nccs3)C2)C1	0.0%
Cc1ccccc1C(=O)OCc1cc(=O)n2nc(C3CC3)sc2n1	1.2%
CCC(=O)N1CCc2cc(Br)cc(S(=O)(=O)N3CCCC(C(=O)NCc4ccc(OC)cc4)C3)c21 (stereo not given)	-1.0%
COc1ccc(C2=C(C)C(=O)N(Cc3ccc(C(=O)Nc4ccc(F)cc4C)cc3)S2(=O)=O)cc1	6.5%
O=C(Nc1ccc(C(=O)OCc2cc(=O)n3nc(C4CC4)sc3n2)cc1)c1cccc(Cl)c1	6.4%
COc1nn(CSP(=S)(OC)OC)c(=O)s1	-23.7%[157 µM]
COC(=O)N1CCC2(CC1)CCN(c1ccncc1)CC2	5.8%
Cc1ccc2cccc(NC(=O)COc3ccccc3[N+](=O)[O-])c2n1	4.2%
CCOc1ccc(-c2nc(SC(C(C)=O)C(=O)N(C)C)c3c(=O)n(C)c(=O)n(C)c3n2)cc1 (stereo not given)	-11.0%
O=C(O)c1ccc(CNCc2ccccc2Cl)s1	1.8%
Cc1sc2ncn(CC(=O)Nc3cccc(C(F)(F)F)c3)c(=O)c2c1S(=O)(=O)N1CCN(C)CC1	-0.2%
Cc1ccc(C(=O)c2oc3ccccc3c2NC(=O)Cc2coc3ccc(C)cc23)cc1	1.7%
CCOC(=O)N1CCc2c(sc3c2c(=O)n(-c2ccc(F)cc2)c(=O)n3CC(=O)c2ccccc2)C1	3.0%
O=C(Cn1cc(C(=O)c2ccco2)c2ccccc21)Nc1ccc(Br)cc1	0.3%
CCOc1ccc(S(=O)(=O)NCC(c2ccco2)S(=O)(=O)c2cccs2)cc1 (stereo not given)	0.9%
Cc1ccc(C)c(CN2C(=O)c3ccccc3S(=O)(=O)c3ccc(C(=O)N4CCN(c5ccccc5)CC4)cc32)c1	0.0%
COc1ccc(OC)c(S(=O)(=O)Nc2cccc(-c3ccc(N4CCCCC4)nn3)c2)c1	5.5%
Cc1cccc(C(=O)Nc2cc(-c3ccccc3F)nn2-c2ccccc2)c1	-7.7%
CCOC(=O)C1CCN(S(=O)(=O)c2cc(-c3cc(C)no3)ccc2C)CC1	-5.7%[15.4 µM]
Cc1noc2ncnc(N3CCCC(C(=O)NCCC(C)C)C3)c12 (stereo not given)	0.6%
Cc1ccc(Cn2c(=O)n(CCCCC(=O)NCc3ccc4c(c3)OCO4)c(=O)c3ccccc32)cc1	-6.9%
Fc1ccccc1CNCCCSc1nnnn1-c1ccccc1	-18.9%
COc1cc(C2CC(=O)Nc3c2c(=O)[nH]c2nc4ccccc4n32)ccc1O (stereo not given)	5.9%
O=C(NC1CCCC1)c1ccc2c(=O)n(Cc3ccccc3)c(SCc3cccc(F)c3)nc2c1	2.4%
CCCCNc1ncnc2c1nnn2C	-5.6%
CCCCCn1c(NCc2ccccc2OC)nc2ccccc21	2.3%
COc1ccc(-c2noc(CC(=O)N(C)c3cccc(C)c3)n2)cc1	0.3%
COc1ccc(-c2nc(CN3CCC(C(=O)NCCc4ccccc4)CC3)c(C)o2)cc1OC	-4.5%
CCN(CC)C(=O)c1sc2c(c1C)c(=O)n(CCc1ccccc1)c(=O)n2Cc1cc(C)ccc1C	-0.8%
Cc1ccc(CN(Cc2ccco2)C(=O)COc2ccc(Cl)cc2Cl)cc1	-1.7%
COc1ccc(-n2nc3c(N4CCCC(C(=O)NCc5ccc(C)cc5)C4)nnc(C)c3c2C)cc1 (stereo not given)	0.6%
CCc1ccc(CNC(=O)c2nn(-c3ccc(OC)c(Cl)c3)c(=O)c3c2c2ccccc2n3C)cc1	-6.6%
CCOc1ccc(/C=C/c2nc(C#N)c(N3CCN(c4ccccc4)CC3)o2)cc1	-1.7%
COc1ccc(N2CCN(C(=O)CCc3nnc4n(C)c(=O)c5sccc5n34)CC2)cc1	-1.8%
CCc1sc(Nc2cccc(Cl)c2C)nc1-c1cc2cccc(OC)c2oc1=O	0.1%
O=c1n(Cc2ccc([N+](=O)[O-])cc2)c2ccccc2c2nc(-c3ccccc3)nn12	0.8%

This is a subset. The share of hits here may be higher or lower than overall.
